TWEAK-Fn14 inh = blocks TWEAK-Fn14 interaction in a reporter cell assay; TWEAK-stimulated Fn14 reporter cells, luciferase luminescence, 8 h; inhibition, % at 10 µM; hit rate 2% among 360,000; AID 1159606; in the data active = inhibition above about 50%
TROY NFkB inh = blocks TROY-dependent signaling in reporter cells | Q293 LMP1-TROYcd NF-kB luciferase reporter, 4 h | inhibition, % at 10 µM | hit rate 0.98% among 360,000 | AID 1347056;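 active = compounds whose plate-normalised and pattern-corrected inhibition of the luciferase reporter signal at the single screening dose is 50% or more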
LMP1 NFkB inh = reduces LMP1-driven NF-kappaB luciferase signal. LMP1-induced NF-kappaB luciferase reporter cells, luminescence. inhibition, % at 12.5 µM. hit rate 0.69% among 350,000. AID 504558; in the data active = inhibition above about 41%;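 note: 0% = neutral control wells and 100% = reference inhibitor control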
SRC2 inh = human SRC2 (NCOA2) inhibition; inhibition, % at 9 µM; Q15596; HEK293 GAL4-SRC2 luciferase reporter, luminescence; hit rate 0.17% among 370,000;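 active = inhibition above the mean inhibition of all tested compounds plus 3 SD, set per campaign, cut at about 52% in these data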;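 note: 0% = DMSO treated cells and 100% = cells given Gossypol at 36 µM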
SRC1 inh = inhibitors of human steroid receptor coactivator 1 (SRC1). Q15788. HEK293 GAL4-SRC1 luciferase reporter, luminescence. inhibition, % at 3.6 µM. hit rate 0.12% among 360,000. AID 588354;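 active = inhibition above the campaign mean plus 3 SD, with each screening campaign given its own cutoff, cut at about 60% in these data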;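 note: 0% = DMSO treated cells and 100% = gossypol at 36 µM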
NR2F2 inh = blocks human COUP-TFII nuclear receptor. P24468. hit rate 0.7% among 370,000. HEK293T NGFI-A luciferase reporter, luminescence. inhibition, % at 8.6 µM;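 active = inhibition above a per-plate cutoff, mean inhibition of test wells between control levels plus 3 SD, cut at about 38% in these data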;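 note: cells cotransfected with COUP-TFII expression vector driving the NGFI-A reporter; 0% = median of COUP-TF2 test wells and 100% = reporter-only cells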
Target sequence (P24468 whole entry, looked up): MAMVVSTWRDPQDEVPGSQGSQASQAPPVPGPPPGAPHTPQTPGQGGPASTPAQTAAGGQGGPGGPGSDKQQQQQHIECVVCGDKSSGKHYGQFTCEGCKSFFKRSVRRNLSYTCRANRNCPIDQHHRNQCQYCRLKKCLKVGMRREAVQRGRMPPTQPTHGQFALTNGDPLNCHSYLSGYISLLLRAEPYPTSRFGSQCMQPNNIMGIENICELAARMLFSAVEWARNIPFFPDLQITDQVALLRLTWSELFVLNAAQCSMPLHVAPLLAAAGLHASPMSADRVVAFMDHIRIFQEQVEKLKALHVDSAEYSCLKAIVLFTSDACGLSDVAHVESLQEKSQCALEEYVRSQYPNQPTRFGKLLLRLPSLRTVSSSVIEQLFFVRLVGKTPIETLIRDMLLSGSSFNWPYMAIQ
SRC3 inh = inhibitors of human steroid receptor coactivator 3 (SRC3) | hit rate 0.17% among 360,000 | AID 588352 | HEK293 GAL4-SRC3 luciferase reporter, luminescence | inhibition, % at 3.6 µM;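 active = inhibition above a per-campaign cutoff, the mean of all compounds plus 3 SD, cut at about 60% in these data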;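 note: 0% = DMSO-treated cells and 100% = gossypol-treated cells at 36 µM; higher means less SRC3-driven luciferase light from the GAL4 reporter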
CF NFkB inh = cystic fibrosis NF-kB activation inhibition | KKLEB NF-kB-GFP reporter, PAF-induced, GFP fluorescence overnight | AID 588850 | hit rate 0.86% among 360,000 | inhibition, % at 5 µM;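 active = at least 50% inhibition at 5 µM, scaled per plate between neutral and stimulator controls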;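 note: PAF is a Pseudomonas aeruginosa culture filtrate used as stimulus; plate controls were PAF-stimulated DMSO wells for no effect and unstimulated DMSO wells for full effect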
TRAIL sens C8 = caspase-8 TRAIL sensitization; hit rate 1% among 360,000; inhibition (viability loss, TRAIL sensitization), % at 10 µM; NB7+C8 cells + TRAIL, ATPlite viability luminescence;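 active = compounds causing at least 50% loss of cell viability in the single-dose screen, relative to plate controls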
LRH-1 inv ag = suppresses constitutive activity of human LRH-1; hit rate 0.13% among 360,000; HEK293T StAR-luciferase reporter, LRH-1 transfected, 24 h; AID 602396; inhibition, % at 3.6 µM; O00482;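 active = inhibition above the mean inhibition of all tested compounds plus 3 SD, cut at about 73% in these data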;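 note: 0% = DMSO wells and 100% = reporter-only cells lacking LRH-1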
Target sequence (O00482 whole entry, looked up): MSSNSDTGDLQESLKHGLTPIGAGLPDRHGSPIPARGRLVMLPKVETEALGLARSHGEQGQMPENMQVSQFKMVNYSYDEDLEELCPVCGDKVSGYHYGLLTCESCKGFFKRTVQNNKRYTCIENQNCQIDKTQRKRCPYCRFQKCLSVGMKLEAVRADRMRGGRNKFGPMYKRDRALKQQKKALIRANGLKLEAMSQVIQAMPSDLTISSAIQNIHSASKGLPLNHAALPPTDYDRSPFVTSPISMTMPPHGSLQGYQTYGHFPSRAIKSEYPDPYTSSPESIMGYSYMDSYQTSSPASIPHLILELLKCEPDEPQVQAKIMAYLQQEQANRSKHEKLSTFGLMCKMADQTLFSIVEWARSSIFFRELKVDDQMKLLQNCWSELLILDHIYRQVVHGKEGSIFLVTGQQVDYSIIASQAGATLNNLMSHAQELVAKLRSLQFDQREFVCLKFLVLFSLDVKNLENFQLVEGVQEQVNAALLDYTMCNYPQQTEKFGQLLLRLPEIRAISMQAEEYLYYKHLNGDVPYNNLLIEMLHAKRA
KKLEB cytotox = counter-screen for CF NF-kB inhibitors: cytotoxicity | AID 602141 | KKLEB CF airway cells viability, ATPlite luminescence, overnight; hits give low values; cells stimulated with P. aeruginosa culture filtrate | hit rate 0.36% among 360,000 | activity change (cytotoxicity), % at 5 µM;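 active = corrected activity change at or below -50% at 5 µM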
* = called active by the depositor; . = not tested or not shown.

Start of the listing, in advance (2 entries):
SMILES	TWEAK-Fn14 inh	TROY NFkB inh	LMP1 NFkB inh	SRC2 inh	SRC1 inh	NR2F2 inh	SRC3 inh	CF NFkB inh	TRAIL sens C8	LRH-1 inv ag	KKLEB cytotox
CC(Oc1ccccc1)C(=O)Nc1cccc(F)c1 (configuration not stated)	1	-5	-17	-11	4	-5	2	-11	-3	20	-11
CCOC(=O)c1c(NC(=O)/C=C/c2ccc3c(c2)OCO3)sc(C)c1CC	-10	.	4	13	-8	8	-4	20	3	-10	-12

Results, repeating the preview:
SMILES	TWEAK-Fn14 inh	TROY NFkB inh	LMP1 NFkB inh	SRC2 inh	SRC1 inh	NR2F2 inh	SRC3 inh	CF NFkB inh	TRAIL sens C8	LRH-1 inv ag	KKLEB cytotox
CC(Oc1ccccc1)C(=O)Nc1cccc(F)c1 (configuration not stated)	1	-5	-17	-11	4	-5	2	-11	-3	20	-11
CCOC(=O)c1c(NC(=O)/C=C/c2ccc3c(c2)OCO3)sc(C)c1CC	-10	.	4	13	-8	8	-4	20	3	-10	-12
CCc1c(C2(O)CCCCC2)[nH]c2c(C(=O)OC)cc(Cl)cc12	14	0	-5	-19	8	2	5	36	-1	4	-16
CS(=O)(=O)N1CCc2cc(C(=O)Nc3ccc(COCC(F)(F)F)cc3)ccc21	-14	9	0	-3	14	1	-4	14	2	-11	-15
Cc1ccc(C(=O)Nc2cnc3ccccn3c2=O)cc1	27	-31	12	-30	-105	-22	-80	-10	9	-173	0
COc1ccc(-n2cnc(=S)[nH]c2=S)cc1	-3	-28	-5	-45	-25	-11	-31	10	25	-4	-3
CC(C)Oc1ccc(S(=O)(=O)N2CCOCC2)cc1NC(=O)C1COc2ccccc2O1 (configuration not stated)	13	-14	-8	-9	-6	4	7	7	17	10	-13
OC(c1ccc(Cl)c(F)c1)c1ncc(-c2ccc(Cl)cc2)[nH]1 (configuration not stated)	-21	-9	.	-8	-10	2	-11	-12	2	-7	0
Cc1ccccc1C(OCCN(C)C)C1CCCCC1 (configuration not stated)	-13	5	-8	4	1	-4	22	11	-1	7	-4
O=[N+]([O-])c1cccc(S(=O)(=O)N2CCN(S(=O)(=O)N3CCCCCC3)CC2)c1	39	18	-4	-38	5	-20	-3	-18	11	16	4
COc1ccc(C(C)=O)cc1COC(=O)CCNS(=O)(=O)c1ccc(C)cc1	-18	4	-1	-6	5	12	14	-17	-9	4	10
CC1(C)CC(=O)c2cnc(NC(=O)CCc3ccccc3)nc2C1	-6	-4	-4	14	-3	1	-3	4	2	23	5
NC1=NC2(CCCC2)N=C(Nc2ccccc2)N1	-13	8	3	7	-17	-6	18	-35	0	7	8
COc1ccc(OCCNS(=O)(=O)c2ccc3oc4ccccc4c3c2)cc1	-9	9	-1	-17	9	5	10	6	-5	-18	-2
O=C(NCCCN1CCOCC1)C1CC(=O)N(CCc2ccccc2)C1 (configuration not stated)	36	.	0	-8	3	-1	-10	-1	-2	2	7
Cc1ccc(CCNC(=O)c2ccc(CS(=O)(=O)Cc3ccccc3F)o2)cc1	11	3	-8	-45	0	13	-4	18	-9	-13	2
N#CCC(=O)N1CCn2c1nc1ccccc12	6	-9	-2	-12	6	2	10	8	4	-11	1
OC1CCCN(Cc2nc(Cc3ccccc3Cl)no2)C1 (configuration not stated)	8	-18	4	-7	4	-5	11	-11	-6	-22	9
COc1ccc(C(=O)NN=C(Cc2ccccc2)Cc2ccccc2)cc1OC	-4	10	-3	17	-4	-6	7	-8	4	-5	11
COc1ccccc1Cn1cnc2cccnc21	1	11	1	-10	-3	-8	25	4	-5	25	4
O=C(O)c1ccccc1NC(c1ccccc1)c1ccc(Cl)cc1 (configuration not stated)	0	30	4	-9	-18	9	-10	6	4	3	1
O=C(CCN1CCc2ccccc2C1)Nc1ccc2c(c1)OCO2	14	-15	3	3	-5	-7	8	-2	-5	18	0
O=C(Nc1ncc2c(n1)-c1ccccc1OC2)c1cccc([N+](=O)[O-])c1	-26	0	-3	5	-11	13	-17	-11	-4	0	9
COc1ccc(Nc2cc(Sc3ccc(OC)cc3)ncn2)cc1	70*	30	17	17	7	33	15	42	-1	6	-11
COc1ccc(CCNC(=O)CN(c2cc([N+](=O)[O-])ccc2OC)S(C)(=O)=O)cc1OC	0	14	1	-27	-2	-9	1	7	-3	1	-8
CCOC(=O)CC(=O)CSc1n[nH]c(=O)[nH]c1=O	-18	14	4	24	-7	5	23	16	3	20	-7
O=C(NCC(c1cccnc1)N1CCOCC1)c1cccc(Cl)c1 (configuration not stated)	-7	14	-3	1	1	8	-7	1	8	-10	2
CCCCn1c(CN(Cc2ccccc2)Cc2ccccc2)nc2c1c(=O)n(C)c(=O)n2C	11	0	11	-22	4	-4	11	-3	12	-17	6
O=C(NNC(=O)c1sccc1-n1cccc1)c1cccs1	1	12	-1	16	0	-1	15	5	-2	-5	-14
S=c1[nH]nc(-c2ccc3ccccc3n2)o1	-2	3	1	4	-1	-9	-9	1	-12	-19	-10
Cc1ccc(C)c(N2CCN(CCCNC(=O)Cn3c(=O)c4cccn4c4cccnc43)CC2)c1	21	-6	1	5	-14	-2	-3	-8	8	-7	-15
Cc1ccc(-n2nnnc2CN2CCCCC2)cc1	-9	-17	-1	2	-50	6	16	-6	-8	19	8
CC1=C(C(=O)Nc2nc3ccccc3s2)C(c2ccco2)C(C#N)=C(SCC(=O)NC2CCCCC2)N1 (configuration not stated)	38	8	1	6	-12	13	7	-34	-17	4	8
Nc1c(Br)cc2c([nH]c(=O)c3ccccc32)c1Br	-35	-39	-5	-7	-43	-19	-7	-102	2	16	7
O=C(CCS(=O)(=O)c1ccccc1)Nc1nc2ccc(F)cc2s1	17	-25	-13	4	-13	6	-1	46	1	-5	-26
COc1ccc(C(CNC(=O)c2cccc(NS(=O)(=O)c3ccc(C)c(F)c3)c2)N2CCOCC2)cc1 (configuration not stated)	5	-1	2	-2	-16	-17	14	-21	-3	-4	5
CC1N=C(N)C(c2nc3ccccc3n2C)=C1O (configuration not stated)	-2	-3	-8	-33	-12	-9	5	15	1	11	3
C=CCN1C(=O)N(/C=C/C)c2cccc3cccc1c23	13	56*	6	21	-11	-15	15	12	-14	15	-5
CCOC(=O)CN=C/C(C(=O)Nc1nccs1)=C(/C)O	-4	8	-5	27	-2	3	8	-14	1	-3	3
c1ccc(Cn2nc(-c3ccccc3)nc2-c2ccccc2)cc1	-17	-29	-5	-48	-14	-15	-6	12	-7	-34	0

Full records as entered above. Order of screens: TWEAK-Fn14 inh | TROY NFkB inh | LMP1 NFkB inh | SRC2 inh | SRC1 inh | NR2F2 inh | SRC3 inh | CF NFkB inh | TRAIL sens C8 | LRH-1 inv ag | KKLEB cytotox
`N#CCC(=O)N1CCn2c1nc1ccccc12` as listed: 6 | -9 | -2 | -12 | 6 | 2 | 10 | 8 | 4 | -11 | 1
`Cc1ccccc1C(OCCN(C)C)C1CCCCC1` (configuration not stated) as listed: -13 | 5 | -8 | 4 | 1 | -4 | 22 | 11 | -1 | 7 | -4

Remaining list, next part.
SMILES	TWEAK-Fn14 inh	TROY NFkB inh	LMP1 NFkB inh	SRC2 inh	SRC1 inh	NR2F2 inh	SRC3 inh	CF NFkB inh	TRAIL sens C8	LRH-1 inv ag	KKLEB cytotox
COc1ccc(S(=O)(=O)N/N=C\c2ccc(OC)c(COc3ccc(C)cc3[N+](=O)[O-])c2)cc1	21	9	-4	-17	-31	5	-6	3	-10	10	-5
Cc1nc2ccccn2c1C(=O)NC1CCCc2ccccc21 (configuration not stated)	21	20	11	18	19	42*	19	-7	28	27	1
COc1ccc(/C=C/c2nc(C#N)c(NCCN(C)C)o2)cc1OC	-17	-9	-1	14	-13	1	-28	7	-2	-12	3
Nc1ccccc1-c1nnc2n1CCCCC2	20	5	-5	-28	16	7	-1	-6	-9	-9	4
CCNC(=O)C1CCCN(C(=O)c2ccc(C#N)cc2)CC1 (configuration not stated)	-1	4	.	-33	-22	0	-40	14	-12	-12	11
O=C(CC1Oc2ccc(Cl)cc2NC1=O)NC1CCCCCC1 (configuration not stated)	-6	-3	2	-30	10	2	3	6	-3	18	-11
COc1cc(OC)c2c(=O)cc(-c3ccccc3)oc2c1	-72	-96	-24	-131	-110	-86	-79	-48	32	-34	-10
COc1cc(C)c(S(=O)(=O)N2CCOCC2)c(C)c1C	13	40	1	11	-34	4	13	-21	-2	-3	-14
O=C(O)Cn1c(=O)c2c3c(sc2n(Cc2ccccc2)c1=O)CCCC3	15	8	-3	-17	-67	9	-26	5	0	2	-6
O=C(CSc1c[nH]c2ccccc12)N1CCOCC1	-10	-13	-7	-1	-72	0	-13	3	-1	13	5
CNS(=O)(=O)c1ccc2nc(NC(=O)/C=C/c3ccco3)sc2c1	9	7	-11	-60	9	12	15	33	-6	13	14
O=c1n(-c2cccc(Cl)c2)c(=O)n2n1CCC2	-2	-1	-8	5	9	3	5	-10	12	9	6
COc1c(C)cc(C(O)c2ncc(-c3ccc(C(F)(F)F)cc3)[nH]2)cc1C (configuration not stated)	5	18	.	1	4	7	-9	-4	-3	19	-3
COc1ccc(NS(=O)(=O)c2ccc(OC)c3ccccc23)cn1	11	12	6	-1	8	5	12	0	-2	5	0
Cc1ccc(N2C(=O)C3C(c4ccccc4)(C2=O)C3(c2ccccc2)c2ccccc2)cc1 (configuration not stated)	49	11	5	3	0	-5	15	-14	12	9	-4
CN(Cc1cccc(-n2cccn2)c1)Cc1cn(C)nc1-c1ccccc1F	-25	7	-1	-15	-2	-4	17	3	2	9	3
O=C(/C=C/NNC(=O)c1ccccc1O)c1ccccc1	-6	-2	-10	-49	-55	9	-24	-1	0	-15	2
O=c1c2ccccc2nc(-c2cccc(Cl)c2)n1O	11	1	-10	-1	5	4	14	-36	-23	-2	-5
CCOc1ccc(-c2cc(C(=O)Nc3ccc(F)cc3)[nH]n2)c(C)c1	-27	-60	.	-82	-73	-69	-106	-26	4	-160	2
COCCNc1nc2cc(-c3ccccc3)sc2c(=O)n1C	-15	-19	.	13	-12	-17	-4	-13	-5	-5	13
CCC(=O)Nc1nc(-c2ccccc2)ns1	6	-36	-31	-39	-49	-24	-55	-3	18	-74	10
COc1ccc(C(C)n2c(C)c3c(C)nnc(C)c3c2C)cc1 (configuration not stated)	-6	5	3	18	-19	9	2	12	-12	14	-5
COc1ccc(C(c2sc3nc(C)nn3c2O)N2CCC(O)CC2)cc1OC (configuration not stated)	-10	-8	0	5	5	-10	2	-14	-10	3	14
Cc1nn(-c2ccccc2)c(N)c1N=Nc1ccc(Cl)cc1	-9	-48	-34	-52	-87	-43	-86	-12	5	-129	-16
Cc1c(C(=O)O)[nH]c2ccc([N+](=O)[O-])cc12	2	8	2	-19	7	-6	-4	4	12	3	3
CCOC(=O)c1oc2ccccc2c1COC(=O)CNC(=O)c1cccc(C)c1	0	-1	-14	1	-1	1	-13	-12	5	-25	-1
OCC(O)CN(c1ccccc1)c1ccccc1 (configuration not stated)	-7	7	5	-15	-3	12	-25	5	-1	10	23
CC(=O)c1ccc(NC(=S)N2CCC(Cc3ccccc3)CC2)cc1	-13	3	3	-3	-5	9	4	8	-6	5	-13
COc1cc(C(=O)NCc2nnc(SCC(=O)Nc3cc(C)on3)o2)cc(OC)c1OC	-13	3	-8	8	-8	-7	5	-16	-10	-8	6
NS(=O)(=O)c1ccc(NC(=O)COC(=O)COc2ccc3ccccc3c2)cc1	-4	7	-6	-10	13	0	21	11	-22	5	6
